Screening results deposited in PubChem by several laboratories.
Hsp90 inh: tumor Hsp90 inhibitors, primary screen, cell lysate, fluorescence polarization, NCI-N417 lysate | Cy3B-geldanamycin FP displacement | inhibition, % at 30 µM | 0.35% of 64,000 active | AID 429, 2006 | Heat shock protein HSP 90-alpha (Homo sapiens), P07900;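 active = inhibition above 50%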;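 note: 0% = tracer plus lysate wells and 100% = tracer alone without lysate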
Cdc25B block: inhibitors of Cdc25B phosphatase catalytic domain, primary screen, biochemical, OMFP fluorescence; AID 368, 2006; 0.1% of 65,000 active; recombinant Cdc25B, OMFP fluorescence Ex485/Em525; inhibition, %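 (compounds tested at 10 µM final in the well)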; in the data active = inhibition above about 50%
Target sequence (P30305 whole entry, looked up, the tested form may be a part): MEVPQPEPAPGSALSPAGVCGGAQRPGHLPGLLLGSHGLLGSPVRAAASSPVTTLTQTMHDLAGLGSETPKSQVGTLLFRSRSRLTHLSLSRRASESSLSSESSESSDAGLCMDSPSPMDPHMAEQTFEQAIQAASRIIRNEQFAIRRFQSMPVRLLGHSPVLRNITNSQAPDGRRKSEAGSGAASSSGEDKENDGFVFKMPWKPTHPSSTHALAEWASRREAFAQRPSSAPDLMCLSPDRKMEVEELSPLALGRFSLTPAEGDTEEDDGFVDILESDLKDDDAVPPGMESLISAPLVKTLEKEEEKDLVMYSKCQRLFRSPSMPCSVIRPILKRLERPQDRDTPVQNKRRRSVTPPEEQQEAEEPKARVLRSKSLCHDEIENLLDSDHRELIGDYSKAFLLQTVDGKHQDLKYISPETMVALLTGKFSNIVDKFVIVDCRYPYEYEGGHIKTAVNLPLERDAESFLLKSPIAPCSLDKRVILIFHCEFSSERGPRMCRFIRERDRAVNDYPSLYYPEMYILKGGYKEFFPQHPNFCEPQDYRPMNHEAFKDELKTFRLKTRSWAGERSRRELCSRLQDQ
MKP-1 inh: MKP-1 phosphatase inhibitors, primary screen, biochemical, in vitro | Dual specificity protein phosphatase 1 (Homo sapiens), P28562 | recombinant MKP-1, OMFP hydrolysis fluorescence | inhibition, %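 (compounds tested at a single concentration somewhere between 10 and 100 µM)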 | 0.15% of 65,000 active;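 active = inhibition above about 50%, limit read from the data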;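 note: 0% = DMSO max control wells and 100% = wells with enzyme stopped by NaOH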
A340 absorber: compound light absorbance at 340 nm, profiling panel, artefact control, biochemical, MLSMR library, data from PS, PMK, MK assays | compound absorbance at 340 nm, fold over control | fold change at 10 µM | 65,000 tested, under 10 active | AID 708, 2007;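 active = at 10 µM dose, initial 340 nm absorbance at least 2 fold that of control wells; inactive = change under 2 fold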;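 note: initial absorbance extrapolated from kinetic A340 decline of NADH oxidation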
Numbers without * were called inactive; x = not tested or not shown; & = joins results of further samples. These rows are one share of the data (hit frequency here may not be typical).

no. | canonical_smiles | Hsp90 inh | Cdc25B block
1 | NC(N)=NOCC[C@H](N)C(=O)O | 1 | x
2 | C[C@]12N[C@H](Cc3ccccc31)c1ccccc12 | 0 | x
3 | O=C1CCCN1CC#CCN1CCCC1 | 0 | x
4 | CC(C)CC(NP(=O)(O)O[C@@H]1O[C@@H](C)[C@H](O)[C@@H](O)[C@H]1O)C(=O)NC(Cc1c[nH]c2ccccc12)C(=O)O (some centres undefined) | 2 | x
5 | CC(N)Cc1c[nH]c2ccc(OCc3cccs3)cc12 (centres undefined) | -1 | x
6 | CNCCc1ccc(O)c(O)c1 | 46 | x
7 | C=CCN1CCc2cccc3c2[C@H]1Cc1ccc(O)c(O)c1-3 | 18 | x
8 | CN1C(=O)CCS(=O)(=O)C1c1ccc(Cl)cc1 (centres undefined) | 0 | x

no. | MKP-1 inh | A340 absorber
1 | x | x
2 | x | x
3 | x | x
4 | x | x
5 | x | x
6 | x | x
7 | x | x
8 | x | x

(further entries)
no. | canonical_smiles | Hsp90 inh | Cdc25B block
9 | COc1cc(C[C@@H](C)N)c(OC)cc1I | -2 | x
10 | Oc1ccc2c3c1O[C@H]1c4[nH]c5c(c4C[C@@]4(O)[C@@H](C2)N(CC2CC2)CC[C@]314)C[C@@]1(O)[C@H]2Cc3ccc(O)c4c3[C@@]1(CCN2CC1CC1)[C@H]5O4 | 47 | x
11 | CCCN(CCC)[C@@H]1CCc2cccc(O)c2C1 | 2 | x
12 | C[C@]12CC[C@H]3[C@@H](CCC4C[C@H](O)CC[C@@]43C)[C@@H]1CC[C@@H]2O (some centres undefined) | -2 | x
13 | CC[C@@H](CO)NC(=O)[C@@H]1C=C2c3cccc4[nH]cc(c34)C[C@H]2N(C)C1 | 8 | x
14 | NC(C(=O)O)c1cc(=O)[nH]o1 (centres undefined) | 2 | x
15 | C/C(O)=C(\C#N)C(=O)Nc1cc(Br)ccc1Br | 1 | x
16 | CP(=O)(O)C1=CCNCC1 | 3 | x

no. | MKP-1 inh | A340 absorber
9 | x | x
10 | x | x
11 | x | x
12 | x | x
13 | x | x
14 | x | x
15 | x | x
16 | x | x

The list goes on.
no. | canonical_smiles | Hsp90 inh | Cdc25B block
17 | Nc1ccc(CCN2CCN(c3cccc(C(F)(F)F)c3)CC2)cc1 | 4 | x
18 | CCCn1c(=O)c2[nH]c(C3CCCC3)nc2n(CCCOC(=O)c2ccc(S(=O)(=O)F)cc2)c1=O | -5 | x
19 | CCC1(C2=NCCN2)Cc2ccccc2O1 (centres undefined) | 0 | x
20 | CCCN1CC[C@@H]2c3cc(O)ccc3CC[C@@H]21 | -2&-2 | x
21 | NC(Cn1oc(=O)[nH]c1=O)C(=O)O (centres undefined) | 41 | x
22 | CCC1(c2ccc(N)cc2)CCC(=O)NC1=O (centres undefined) | 1 | x
23 | CC12NC(Cc3ccccc31)c1ccccc12 (centres undefined) | 3 | x
24 | CC(N)[C@H](O)c1ccc(O)c(O)c1 (some centres undefined) | 38 | x

no. | MKP-1 inh | A340 absorber
17 | x | x
18 | x | x
19 | x | x
20 | x | x
21 | x | x
22 | x | x
23 | x | x
24 | x | x

Some of the entries above, set out differently.
Order of results: Hsp90 inh | Cdc25B block | MKP-1 inh | A340 absorber
19. CCC1(C2=NCCN2)Cc2ccccc2O1 (centres undefined)
  0 | x | x | x
20. CCCN1CC[C@@H]2c3cc(O)ccc3CC[C@@H]21
  -2&-2 | x | x | x
21. NC(Cn1oc(=O)[nH]c1=O)C(=O)O (centres undefined)
  41 | x | x | x
22. CCC1(c2ccc(N)cc2)CCC(=O)NC1=O (centres undefined)
  1 | x | x | x
23. CC12NC(Cc3ccccc31)c1ccccc12 (centres undefined)
  3 | x | x | x

The listing continues.
no. | canonical_smiles | Hsp90 inh | Cdc25B block
25 | CN1CC[C@@]2(C)c3cc(O)ccc3N(C)C12 (some centres undefined) | 91* | x
26 | N#CC(C#N)=Cc1ccc([N+](=O)[O-])c(O)c1 | 2 | x
27 | NNC(N)=O | 0 | x
28 | Clc1cc(I)cc(Cl)c1NC1=NCCN1 | 1 | x
29 | COc1ccc2c3c1O[C@H]1C(=O)CC[C@@]4(O)C(C2)N(CC2CC2)CCC314 (some centres undefined) | -1 | x
30 | CCCN(CCC)CCc1c[nH]c2ccc(C(N)=O)cc12 | 0 | x
31 | CCCCCCCCC(=O)NCc1ccc(O)c(OC)c1 | -1 | x
32 | CN(N=O)c1ccc(O)c(O)c1 | 93* | x

no. | MKP-1 inh | A340 absorber
25 | x | x
26 | x | x
27 | x | x
28 | x | x
29 | x | x
30 | x | x
31 | x | x
32 | x | x

Next part.
no. | canonical_smiles | Hsp90 inh | Cdc25B block
33 | NC(=O)COc1c(F)cc(SCCNS(=O)(=O)c2ccccc2)cc1F | -1 | x
34 | N[C@@]1(C(=O)O)CC[C@@H](C(=O)O)C1 | 0 | x
35 | CC(C)(C)c1cc(C=C(C#N)C#N)cc(C(C)(C)C)c1O | 5 | x
36 | COc1cc(C=C(C#N)C#N)cc(O)c1O | 69* | x
37 | COc1ccc2c(c1O)-c1cccc3c1[C@@H](C2)N(C)CC3 | 3 | x
38 | C[Se]C[C@H](N)C(=O)O | -1 | x
39 | C[N+](C)(C)CC(=O)O | 0 | x
40 | CCCCCCCCCCCCCC(=O)O[C@@H]1[C@@H](C)[C@@]2(O)[C@@H](C=C(CO)C[C@@]3(O)C(=O)C(C)=C[C@@H]23)C2C(C)(C)[C@@]21OC(C)=O (some centres undefined) | -2 | x

no. | MKP-1 inh | A340 absorber
33 | x | x
34 | x | x
35 | x | x
36 | x | x
37 | x | x
38 | x | x
39 | x | x
40 | x | x

Compounds above with fluorine (three):
no. | canonical_smiles | Hsp90 inh | Cdc25B block
17 | Nc1ccc(CCN2CCN(c3cccc(C(F)(F)F)c3)CC2)cc1 | 4 | x
18 | CCCn1c(=O)c2[nH]c(C3CCCC3)nc2n(CCCOC(=O)c2ccc(S(=O)(=O)F)cc2)c1=O | -5 | x
33 | NC(=O)COc1c(F)cc(SCCNS(=O)(=O)c2ccccc2)cc1F | -1 | x

no. | MKP-1 inh | A340 absorber
17 | x | x
18 | x | x
33 | x | x

Next section.
no. | canonical_smiles | Hsp90 inh | Cdc25B block
41 | CN1C[C@@H](CS(=O)(=O)N(C)C)C[C@@H]2c3cccc4c3c(cn4C)C[C@H]21 | -3 | x
42 | CN1C2CCC1CC(OC(c1ccccc1)c1ccccc1N)C2 (centres undefined) | -5 | x
43 | Oc1ccc2c3c1O[C@H]1[C@@H](O)CC[C@@]4(O)C(C2)N(CC2CCC2)CCC314 (some centres undefined) | -1 | x
44 | NCCc1c[nH]c2ccc(C(N)=O)cc12 | -3 | x
45 | CC(C)NC(C)Cc1ccc(I)cc1 (centres undefined) | -2 | x
46 | C[C@]12CC[C@@H](O)CC1CC[C@@H]1[C@@H]2CC[C@]2(C)C(=O)CC[C@@H]12 (some centres undefined) | -1 | x
47 | CC1=C[C@@H]2c3cccc4[nH]cc(c34)C[C@H]2N(C)C1 | -3 | x
48 | N#CC(=Cc1ccc(O)c(O)c1)C(N)=S | 52* | x
49 | CCCCCCC(C)(C)c1ccc([C@@H]2C[C@H](O)CC[C@H]2CCCO)c(O)c1 | -4 | x
50 | Nc1ccc([As](=O)(O)O)cc1 | x | 2
51 | O=C1C=Cc2ccccc2C1=O | x | 99*

no. | MKP-1 inh | A340 absorber
41 | x | x
42 | x | x
43 | x | x
44 | x | x
45 | x | x
46 | x | x
47 | x | x
48 | x | x
49 | x | x
50 | 2 | 1
51 | 94* | 0.96

Part of the list above, set out differently:
[43] Oc1ccc2c3c1O[C@H]1[C@@H](O)CC[C@@]4(O)C(C2)N(CC2CCC2)CCC314 (some centres undefined)
  Hsp90 inh: -1	Cdc25B block: x	MKP-1 inh: x	A340 absorber: x

[44] NCCc1c[nH]c2ccc(C(N)=O)cc12
  Hsp90 inh: -3	Cdc25B block: x	MKP-1 inh: x	A340 absorber: x

[45] CC(C)NC(C)Cc1ccc(I)cc1 (centres undefined)
  Hsp90 inh: -2	Cdc25B block: x	MKP-1 inh: x	A340 absorber: x

[46] C[C@]12CC[C@@H](O)CC1CC[C@@H]1[C@@H]2CC[C@]2(C)C(=O)CC[C@@H]12 (some centres undefined)
  Hsp90 inh: -1	Cdc25B block: x	MKP-1 inh: x	A340 absorber: x
